TRPC4 potent = TRPC4 (mouse) allosteric potentiation | HEK293 TRPC4beta/mu-opioid, DAMGO EC20, Fluo-4 Ca2+ flux; active compounds read high | Q9QUQ5 | B-score at 10 µM | AID 2227 | 310,000 tested, 0.42% active;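 active means B-score of calcium response area above 5 SD of library B-scores, with initial fluorescence ratio within 5 SD of library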;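 further: B-score of integrated fluorescence ratio over time as area under calcium response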
HIF act = HIF pathway transcriptional activation | activation, % at 7.5 µM (by protocol) | 300,000 tested, 0.32% active | U2OS HRE-luciferase reporter, luminescence; normalized: DMSO 0%, desferrioxamine 100%;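 active means mean activation of at least 10% of the iron chelator positive control signal, with at least half of replicates also reaching 10%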
AI-2 QS mod = modulators of Vibrio harveyi AI-2 quorum sensing system; Vibrio harveyi JMH597 AI-2 luminescence/OD600 ratio, 9 h; active compounds read low; strain lacks LuxN and CqsS sensors; 0 = neutral-control median; activity change, % at 7.5 µM; 300,000 tested, 0.4% active; in the data active means activity change below about -75%, passing the limit was not always enough;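 further: luminescence divided by OD600 gain over 9 h not by final OD600 alone; inactives centre near 13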
MrgX1 antagonist = antagonists of human MrgX1 receptor. 310,000 tested, 1.3% active. MRGX1-HEK293 calcium flux, Fluo-4, BAM8-22 antagonism; active compounds read low. B-score at 10 µM. Q96LB2. AID 588676;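 active means calcium-response B-score plate-corrected more than 3 library SD below zero, starting fluorescence within 5 deviations, no agonist response on first addition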;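 further: peak minus trough fluorescence over baseline after final BAM8-22 challenge near maximal dose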
PolyA inhibitor = blocks polyadenylation in yeast reporter cells; S. cerevisiae SKY197-pL101 polyadenylation reporter, beta-gal luminescence; efflux-impaired pdr1/pdr3 knockout yeast; score 100 = 6 SD above DMSO; calls only at 12 µM; 300,000 tested, 0.02% active; AID 1875;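 active means lowest replicate activity score at least 50, where 100 means six control SD above control mean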;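 further: yeast exposed to compound for 9 h at 30 °C; higher score means more reporter readthrough which indicates perturbed polyadenylation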
TRPC6 activator = activates the mouse TRPC6 cation channel; HEK293-TRPC6 membrane potential dye fluorescence; active compounds read high; Q61143; 310,000 tested, 0.13% active; B-score at 10 µM;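 active means B-score of the integrated fluorescence ratio above library mean plus 3 SD, and starting fluorescence ratio within library mean plus 5 SD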;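 further: higher score means more depolarization so channel activation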
Target sequence (Q61143 whole entry, looked up): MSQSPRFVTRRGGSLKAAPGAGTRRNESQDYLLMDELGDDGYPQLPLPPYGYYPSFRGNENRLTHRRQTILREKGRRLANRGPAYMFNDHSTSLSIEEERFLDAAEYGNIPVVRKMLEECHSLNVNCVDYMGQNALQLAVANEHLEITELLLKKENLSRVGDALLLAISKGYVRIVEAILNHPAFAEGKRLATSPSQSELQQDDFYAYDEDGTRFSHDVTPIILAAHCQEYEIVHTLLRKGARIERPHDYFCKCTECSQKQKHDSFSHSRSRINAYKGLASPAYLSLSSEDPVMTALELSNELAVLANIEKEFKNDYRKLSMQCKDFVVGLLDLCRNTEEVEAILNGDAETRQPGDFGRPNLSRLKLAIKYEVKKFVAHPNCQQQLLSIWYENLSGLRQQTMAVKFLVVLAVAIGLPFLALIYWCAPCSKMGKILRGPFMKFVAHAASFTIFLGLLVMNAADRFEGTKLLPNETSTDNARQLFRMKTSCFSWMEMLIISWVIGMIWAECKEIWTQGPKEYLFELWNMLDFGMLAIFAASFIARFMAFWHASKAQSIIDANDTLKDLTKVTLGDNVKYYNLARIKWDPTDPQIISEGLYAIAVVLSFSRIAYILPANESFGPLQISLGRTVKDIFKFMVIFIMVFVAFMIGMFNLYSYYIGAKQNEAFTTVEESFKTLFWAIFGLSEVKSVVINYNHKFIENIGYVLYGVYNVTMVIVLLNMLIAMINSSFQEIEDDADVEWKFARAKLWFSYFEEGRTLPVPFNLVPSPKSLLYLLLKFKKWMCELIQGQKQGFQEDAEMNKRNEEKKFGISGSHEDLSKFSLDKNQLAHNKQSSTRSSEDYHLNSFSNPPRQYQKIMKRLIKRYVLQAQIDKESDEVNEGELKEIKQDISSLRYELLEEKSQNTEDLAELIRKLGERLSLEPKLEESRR
TRPC4 block = blocks the mouse TRPC4 cation channel; Q9QUQ5; 300,000 tested, 0.39% active; AID 2247; HEK293 TRPC4beta/mu-opioid, DAMGO-evoked Fluo4 calcium flux; active compounds read low; B-score at 10 µM;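 active means B-score over 3 SD under the library average, no early fluorescence shift, positive overall ratio signal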
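Assay system: HEK293 cells with stable TRPC4beta plus mu-opioid receptor expression; Probe or stimulus: DAMGO in two steps, submaximal then maximal; Dosing: single-point compound dosing; Measured by: Fluo4 calcium-dye fluorescence, kinetic read; Read-out basis: B score from integrated Fluo4 fluorescence ratio.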
TRPC6 inh = inhibitors of mouse TRPC6 channel | Q61143 | HEK293-TRPC6, membrane potential dye, ACh-evoked depolarization; active compounds read low | B-score at 10 µM | 310,000 tested, 1.1% active;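 active means B-score under library mean minus 3 SD, initial fluorescence not abnormally high, positive integrated signal ratio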;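 further: B-score derived from integrated fluorescence ratio over the kinetic read; more negative B-score means stronger inhibition of depolarization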
TRPC4 agonist = activators of mouse TRPC4 channel. AID 2237. HEK293 TRPC4beta/mu-opioid, Fluo4 calcium fluorescence; active compounds read high. 310,000 tested, 0.49% active. Q9QUQ5. B-score at 10 µM;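 active means B-score above 5 SD of library B-scores, and initial fluorescence ratio not above library mean plus 5 SD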;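 further: positive B-score marks a calcium rise read as TRPC4 activation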
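System – HEK293 cells stably co-expressing mouse TRPC4beta and mu-opioid receptor · Signal – Fluo4 calcium-sensitive dye fluorescence, kinetic, 1 Hz baseline · Benchmarks – buffer (low) and maximal DAMGO (high) · Read-out – B score of integrated fluorescence ratio per well · Incubation – dye loading 45 min room temperature, 110 s kinetic read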
MrgX1 PAM = allosterically activates human MrgX1 receptor signaling. Q96LB2. MrgX1-HEK293, Fluo-4 calcium flux, FDSS; active compounds read high. AID 588675. 310,000 tested, 0.63% active. B-score at 10 µM;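 active means plate-corrected calcium response at least 3 library SD above typical, normal starting fluorescence, not activating the receptor alone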;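 further: compound read alongside a low EC10 to EC30 dose of BAM8-22 agonist; peak minus trough fluorescence over baseline measured at the second addition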
MrgX1 agonist = agonists of human MrgX1 receptor. Q96LB2. MrgX1-HEK293 cells, Fluo-4 calcium fluorescence, agonist mode; active compounds read high. B-score at 10 µM. 310,000 tested, 0.44% active;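 active means calcium response B-score plate-corrected fluorescence ratio at least 3 library SD, with starting fluorescence B-score inside 5 SD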
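Assay system: MrgX1-expressing HEK293 cells / Amount: fifteen thousand cells per well / Doses: test compound in the initial addition of three / Timing: cells plated overnight, dye loaded 0.5 h 37 °C, 0.5 h room temperature / Technique: kinetic calcium dye fluorescence, Fluo-4 NW / Control set: positive and negative controls per plate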
Numbers without * were called inactive; i = inactive; . = not tested or not shown. Some of the compounds tested; rates above refer to the full screens.

SMILES	TRPC4 potent	HIF act	AI-2 QS mod	MrgX1 antagonist	PolyA inhibitor	TRPC6 activator	TRPC4 block	TRPC6 inh	TRPC4 agonist	MrgX1 PAM	MrgX1 agonist
COc1ccc(CN(CC(=O)NC(C)C)C(=O)CCC(=O)Nc2nccs2)cc1	i	1.2	3	i	i	i	i	i	i	i	i
CCCCCN(C(=O)CCC(=O)OCCOc1cccc(C)c1)c1c(N)n(CCCC)c(=O)[nH]c1=O	i	0.3	.	i	i	i	i	i	i	i	i
C/C(=N\OCC(=O)Nn1c(=O)[nH]c2ccccc2c1=O)c1cccs1	i	0.7	8	i	i	i	i	i	i	i	i
N#C/C(=C\c1cccnc1)C(=O)Nc1ccccc1[N+](=O)[O-]	i	0.4	14	i	i	i	i	i	i	i	i
CC(C)c1nn2c(=O)cc(COc3cccc(NC(=O)c4ccco4)c3)nc2s1	i	-0.2	-2	i	i	i	i	i	i	i	i
CCOC(=O)C1CCCN(C(=O)/C(=C/c2ccco2)NC(=O)c2ccccc2)C1 (configuration not stated)	i	-0.2	1	i	i	i	i	i	i	i	i
Clc1ccc2nc(-c3ccccc3)c(CN3CCOCC3)n2c1	i	1.4	4	i	i	i	i	i	i	i	i
Cc1ccc(N/C=C/C(=O)c2ccc(C)cc2)cc1	i	2.5	8	i	i	i	i	i	i	i	i
Cc1oc(-c2cccc(Cl)c2)nc1CS(=O)(=O)CC(=O)NCCCN1CCOCC1	i	-0.1	13	i	i	i	i	i	i	i	i
COc1ccc(CN2CCC(C(=O)NCCc3ccc(OC)c(OC)c3)CC2)c(OC)c1	i	-0.1	10	i	i	i	i	i	i	i	i
Cc1c(C)c(C)c(C(=O)C2CCN(c3ccc([N+](=O)[O-])cn3)CC2)c(C)c1C	i	-0.1	21	i	i	i	i	i	i	i	i
Cc1ccc(C(=O)Nc2cc([N+](=O)[O-])ccc2F)s1	i	0.4	12	i	i	i	i	i	i	i	i
COc1ccc(C(=O)N(C)c2ccccc2C(=O)NCCc2ccccc2)cc1	i	-0.3	8	i	i	i	i	i	i	i	i
O=C(O)CC1(CC(=O)Nc2ccc(C(F)(F)F)cc2)CCCC1	i	-1.0	31	i	i	i	i	i	i	i	i
COc1ccc(NC(=O)C2C3C=CC4(O3)C2C(=O)N(CCN2CCCCC2C)C4C(=O)NC2CCCC(C)C2C)cc1 (configuration not stated)	i	0.2	9	i	i	i	i	i	i	i	i
Cc1ccc(-c2nnn(CC(=O)N(CC3CCCO3)C(C(=O)NC3CCCC3)c3ccc(F)cc3)n2)o1 (configuration not stated)	i	-1.0	5	i	i	i	i	i	i	i	i
COc1ccc(CCNC(=O)Cn2c(=O)n(CCCC(=O)NCc3ccco3)c(=O)c3sccc32)cc1OC	i	-0.5	3	i	i	i	i	i	i	6.4*	i
Cc1ccc(S(=O)(=O)N(C)c2ccc(OCC(=O)Nc3nnc(C4CC4)s3)cc2)cc1	i	0.5	18	.	i	i	i	i	i	.	.
COc1cc(NC(=O)c2cccs2)c(C(=O)OCC(=O)c2cc(C)n(-c3ccc(F)cc3)c2C)cc1OC	i	0.0	-14	i	i	i	i	i	i	i	i
O=c1[nH]cnc2sc3c(c12)CCCCC3	i	1.2	11	i	i	i	i	i	i	i	i
Cn1nc(-c2ccc(C(=O)Nc3cccnc3)cc2)c2ccccc2c1=O	i	0.1	10	i	i	i	i	i	i	i	i
CC1CN(C(=O)c2cc3cc(F)ccc3[nH]2)CC(C)O1 (configuration not stated)	i	0.1	4	i	i	i	i	i	i	i	i
FC(F)(F)c1ccccc1NC(=S)NN1CCOCC1	i	-0.2	5	i	i	i	i	i	i	i	i
Cc1ccc(N(CC(=O)NC2CCCCC2)S(=O)(=O)c2c(C)nn(C)c2C)cc1	i	-0.5	16	i	i	i	i	i	i	i	i
CC(=O)N1c2ccc(S(=O)(=O)NCC3CCC(C(=O)Nc4ccc(C)cn4)CC3)cc2CC1C (configuration not stated)	i	-0.1	18	i	i	i	i	i	i	i	i
CC(C)c1ccc(-n2ccnc2SCC(=O)O)cc1	i	-0.7	8	i	i	i	i	i	i	i	i
N#Cc1ccc(NC(=S)NC(=O)CCc2ccc(S(=O)(=O)N3CCOCC3)cc2)cc1	i	-0.2	7	i	i	i	i	i	i	i	i
COc1ccccc1NC(=O)/C(=C\c1cccnc1)NC(=O)c1ccc(C)cc1	i	-0.3	16	i	i	i	i	i	i	i	i
Cc1[nH]c(-c2ccc(F)cc2)cc1C(=O)N1CCN(c2cccc(Cl)c2)CC1	i	-1.6	20	i	i	i	i	i	i	i	i
O=C(COc1ccc(-n2cnnn2)cc1)NC(=O)NCc1ccccc1	i	1.2	10	i	i	i	i	i	i	i	i
Cc1ccc(C(=O)C(C)OC(=O)Cc2n[nH]c(=O)c3ccccc23)cc1 (configuration not stated)	i	0.9	26	i	i	i	i	i	i	i	i
O=C(NCc1cccnc1)c1ccc2c(=O)n(CCCN3CCCC3=O)c(=S)[nH]c2c1	i	0.3	11	i	i	i	i	i	i	i	i
COc1cc2c3nnc(-c4ccccc4)c-3cn(Cc3ccccc3F)c2cc1OC	i	0.5	18	i	.	i	i	i	i	i	i
Cc1ccc2c(c1)N(C(=O)CCC(=O)NCCCN1CCC(Cc3ccccc3)CC1)CCO2	i	-0.9	11	i	i	i	i	i	i	i	i
CN(C(=O)COC(=O)C(C)(C)Oc1ccc(Cl)cc1)c1c(N)n(Cc2ccccc2)c(=O)[nH]c1=O	i	-27	36	i	i	i	i	i	i	i	i
COc1ccc(NS(=O)(=O)c2ccc(NS(=O)(=O)c3ccc(SC)cc3)cc2)c(OC)c1	i	-0.9	13	i	i	i	i	i	i	i	i
Cn1c(=O)c2[nH]c(CNc3ccc(C(=O)O)cc3)nc2n(C)c1=O	i	-1.3	-5	i	i	i	i	i	i	i	i
Cc1ccc(S(=O)(=O)N2CCC(C(=O)OCC(=O)NCc3ccco3)CC2)cc1C	i	-3.0	19	i	i	i	i	i	i	i	i
CN(CCc1ccccn1)S(=O)(=O)c1ccccc1F	i	-0.1	14	i	i	i	i	i	79*	i	i
CC(Sc1nnc2c(n1)C1(C)CCC2C1(C)C)C(=O)Nc1ccccc1 (configuration not stated)	i	-0.6	15	i	i	i	i	i	i	i	i
CN(C)CCCNCC(=O)Nc1ccccc1N1CCOCC1	i	-0.2	24	i	i	i	i	i	i	i	i
CC(C)(C)SCCNC(=O)CN(c1ccccc1)S(=O)(=O)c1ccc(F)cc1	i	-0.3	21	i	i	i	i	i	i	i	i
COc1cccc(CC(=O)OCC(=O)NC(=O)c2ccc(OC(F)F)cc2)c1	i	-16	31	i	i	i	i	i	i	i	i
Cc1ccc(SCCNC(=O)/C=C/c2ccc(Cl)cc2)cc1	i	0.8	15	i	i	i	i	i	i	i	i
Cc1ccc(SCC(=O)Nc2nnc(-c3ccco3)o2)cc1	i	0.2	19	i	i	i	i	i	i	i	i
COc1ccc(OC)c(C(=O)NC(CC(N)=O)c2ccc(N3CCN(c4ccc(F)cc4)CC3)c([N+](=O)[O-])c2)c1 (configuration not stated)	i	1.3	10	i	i	i	i	i	i	i	i
CCCCNC(=O)NS(=O)(=O)c1ccc(C(=O)OC)o1	i	-0.4	20	i	i	i	i	i	i	i	i
CCOc1cc(/C=N/Nc2nc(N3CCCCC3)nc(N3CCCCC3)n2)ccc1OC(=O)c1ccco1	i	-0.4	4	i	i	i	i	i	i	i	i
O=C(CNC(=O)c1ccco1)N=Nc1c(O)[nH]c2ccc([N+](=O)[O-])cc12	i	-1.4	3	i	i	i	i	i	i	i	i
COc1ccc(-c2ncc3ccccn23)cc1	i	-1.1	3	i	i	i	i	i	i	i	i
Cc1cc2nc(N3CCN(C(=O)c4cccs4)CC3)sc2cc1C	i	3.1	1	i	i	i	i	i	i	i	i
COc1cccc(NC(=O)CSc2nnc(Cn3cnc([N+](=O)[O-])n3)n2C)c1	i	-0.7	27	i	i	i	i	i	i	i	i
O=[N+]([O-])c1cc2c(cc1/C=N/n1c(-c3ccccc3)n[nH]c1=S)OCO2	i	1.0	0	i	i	i	i	i	i	i	i
COc1ccc(-c2oc(NC(C)=O)c(C#N)c2-c2ccc(OC)cc2)cc1	i	-24	17	i	i	i	i	i	i	i	i
O=C(COC(=O)CNC(=O)c1ccc(Cl)c([N+](=O)[O-])c1)NC(=O)CN1CCCC1=O	i	0.0	14	i	i	i	i	i	i	i	i
C=CCn1c(O)c(/C=C2\C=NN=C2c2ccccc2)sc1=S	i	-0.1	18	i	i	i	i	i	i	i	i
COc1ccccc1NC(=O)C(=N\O)/C(C)=N/O	i	0.4	8	i	i	i	i	i	i	i	i
COc1ccc(C(=O)NC2CC(C)(C)Cc3c2cnn3-c2ccccc2)cc1OC (configuration not stated)	i	-0.1	14	i	i	i	i	i	i	i	i
O=C(COc1ccc(/C=N/NC(=O)c2ccncc2)cc1)Nc1ccc([N+](=O)[O-])cc1	i	0.2	19	i	i	i	i	i	i	i	i
CC(C)Cn1c2c(c(O)c(C(=O)Nc3ncccc3O)c1=O)CCCC2	i	0.0	5	i	i	i	i	i	i	i	i
O=C(N/N=C/c1ccccn1)c1ccco1	i	0.7	10	i	i	i	i	i	i	i	i
Cc1cc(C)c(C)c(S(=O)(=O)N[C@@H](C)C(=O)OCC(N)=O)c1C	i	-0.4	20	i	i	i	i	i	i	i	i
CC1=NN(C(C#N)c2ccccc2)C(C)(C)C1 (configuration not stated)	i	0.1	10	i	i	i	i	i	i	i	i

Pulled one by one from the entries so far (2):
SMILES	TRPC4 potent	HIF act	AI-2 QS mod	MrgX1 antagonist	PolyA inhibitor	TRPC6 activator	TRPC4 block	TRPC6 inh	TRPC4 agonist	MrgX1 PAM	MrgX1 agonist
COc1cccc(NC(=O)CSc2nnc(Cn3cnc([N+](=O)[O-])n3)n2C)c1	i	-0.7	27	i	i	i	i	i	i	i	i
O=C(N/N=C/c1ccccn1)c1ccco1	i	0.7	10	i	i	i	i	i	i	i	i
